# KKLEB tox – counter-screen for CF NF-kB inhibitors: cytotoxicity; KKLEB CF airway cells viability, ATPlite luminescence, overnight; active compounds read low; cells stimulated with P. aeruginosa culture filtrate; 360,000 compounds, 0.36% hits; activity change (cytotoxicity), % at 5 µM;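 active = corrected activity change at or below -50% at 5 µM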
# MITF TRPM1 inh – MITF TRPM1 promoter inhibition in SK-MEL-5 cells; SK-MEL-5 TRPM1 promoter luciferase, 24 h; inhibition, % at 12.5 µM; 330,000 compounds, 0.83% hits; AID 488899;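 active = mean inhibition across replicates of 60% or more, whatever share of single replicates reaches that level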; note: values of inactives mirror those of a sister screen read the other way
# Peg3 promoter – reduces Peg3 promoter-driven luciferase expression in HeLa; HeLa PEG-Prom luciferase reporter, luminescence, overnight; inhibition, % at 20 µM; 360,000 compounds, 1.7% hits;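 active = inhibition of at least 50% at 20 µM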
# TWEAK-Fn14 inh – inhibitors of TWEAK-Fn14 interaction signaling | TWEAK-stimulated Fn14 reporter cells, luciferase luminescence, 8 h | inhibition, % at 10 µM | 360,000 compounds, 2% hits | AID 1159606; in the data active = inhibition above about 50%
# TRAIL sens C8 – sensitizes caspase-8 expressing cells to TRAIL; NB7+C8 cells + TRAIL, ATPlite viability luminescence; inhibition (viability loss, TRAIL sensitization), % at 10 µM; 360,000 compounds, 1% hits; AID 624354;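 active = compounds causing at least 50% loss of cell viability in the single-dose screen, relative to plate controls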
# NR2E3 ag-1 – agonists of human NR2E3 nuclear receptor. Q9Y5X4. CHO-S Gal4-NCOR/VP16-NR2E3 two-hybrid, luciferase. inhibition of corepressor binding, % at 3.98 µM. 360,000 compounds, 0.35% hits. AID 602229;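 active = inhibition above the mean of all tested compounds plus 3 SD, cut at about 70% in these data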;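 note: 0% = DMSO with NR2E3 transfected cells and 100% = cells lacking NR2E3 construct; higher means lower luciferase signal from less NR2E3 corepressor binding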
# Target sequence (Q9Y5X4 whole entry, looked up, the tested form may be a part): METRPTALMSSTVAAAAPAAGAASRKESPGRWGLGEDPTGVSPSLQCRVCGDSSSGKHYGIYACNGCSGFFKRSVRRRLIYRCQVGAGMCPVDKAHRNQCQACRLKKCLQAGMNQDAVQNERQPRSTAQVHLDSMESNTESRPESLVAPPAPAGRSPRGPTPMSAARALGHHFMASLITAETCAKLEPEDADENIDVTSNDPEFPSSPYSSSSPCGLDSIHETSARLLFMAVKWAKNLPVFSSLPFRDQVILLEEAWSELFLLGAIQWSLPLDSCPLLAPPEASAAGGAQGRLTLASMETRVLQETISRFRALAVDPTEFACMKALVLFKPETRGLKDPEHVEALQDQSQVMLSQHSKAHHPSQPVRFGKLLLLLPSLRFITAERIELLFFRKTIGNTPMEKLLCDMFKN
# CF NFkB inh – blocks PAF-induced NF-kB reporter in cystic fibrosis cells; 360,000 compounds, 0.86% hits; inhibition, % at 5 µM; KKLEB NF-kB-GFP reporter, GFP fluorescence overnight; AID 588850;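 active = at least 50% inhibition at 5 µM, scaled per plate between neutral and stimulator controls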;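 note: PAF is a Pseudomonas aeruginosa culture filtrate used as stimulus; plate controls were PAF-stimulated DMSO wells for no effect and unstimulated DMSO wells for full effect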
# Shn3 3UTR inh – Schnurri-3 reporter inhibition in Clone20 osteoblasts. Clone20 osteoblast Shn3 3'UTR firefly luciferase, 24 h. inhibition, % at 12.5 µM. 360,000 compounds, 0.52% hits. AID 588674;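 active = mean inhibition of at least 75% with every replicate also reaching 75%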;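 note: 0% = median of neutral control wells and 100% = pilot-screen positive control compound; some compounds past the cut are filed as inactive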
# NR2E3 ag-2 – activates human photoreceptor nuclear receptor NR2E3. inhibition of corepressor binding, % at 4.78 µM. GST-NR2E3/biotin-RetCOR TR-FRET, 1536-well. AID 2300. 320,000 compounds, 0.12% hits;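 active = percent inhibition above the cutoff of mean plus 3 SD of all tested compounds, set per screening campaign, cut at about 20% in these data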;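 note: 0% = DMSO wells and 100% = biotin wells as full block of FRET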
#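 Assay system: NR2E3–RetCOR corepressor complex. Quantity: 1.35 nM GST-NR2E3. Buffer or medium: pH 7.5 Tris-based buffer. Reagent: biotinylated RetCOR corepressor at 7 nM final. Schedule: 5 h at 4 °C. Detection: TR-FRET, emission read at 617 and 671 nm. Replicates: one well per compound, singlicate testing.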
# HIF-2a block – inhibitors of HIF-2a; 786-0 RCC cells HIF-2a reporter, luciferase luminescence, overnight; inhibition, % at 18.8 µM; 360,000 compounds, 0.72% hits; AID 624352;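 active = inhibition of the luminescence signal of 40% or more relative to plate controls, in a single-dose primary screen at 18.75 µM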
# TROY signal inh – TROY signaling inhibition; inhibition, % at 10 µM; Q293 LMP1-TROYcd NF-kB luciferase reporter, 4 h; AID 1347056; 360,000 compounds, 0.98% hits;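 active = compounds whose plate-normalised and pattern-corrected inhibition of the luciferase reporter signal at the single screening dose is 50% or more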
# Numbers without * were called inactive; · = not tested or not shown. These rows are one share of the data; rates above refer to the full screens.
entry	smiles	NR2E3 ag-1	Peg3 promoter	TWEAK-Fn14 inh	HIF-2a block	NR2E3 ag-2	MITF TRPM1 inh	TRAIL sens C8	KKLEB tox	CF NFkB inh	TROY signal inh	Shn3 3UTR inh
1	COc1cc(-c2nc3n(n2)C(c2ccncc2)C2=C(CCCC2=O)N3)cc(OC)c1OC (configuration not stated)	-19	4	-20	16	4	-7	-8	1	2	0	0
2	O=C(c1ccc(-c2ccccc2)c(F)c1)C1CCCN(C(=O)c2cncs2)C1 (configuration not stated)	-2	9	13	-2	0	-1	-9	-7	1	15	15
3	CCN(CCO)Cc1cn[nH]c1-c1ccc(C)c(C)c1	-21	3	-8	18	-4	0	1	3	4	0	-2
4	CCN1C(=O)[C@H]2[C@@H](c3ccc(C(F)(F)F)cc3)N[C@]3(CCCN(Cc4ccc(C)cc4)C3=O)[C@H]2C1=O	5	2	-14	-1	·	·	-7	4	-23	-8	29
5	CCOC(=O)Cn1nc(C)c2c1CCCC2=O	-9	8	-7	4	2	2	6	4	3	-22	-5
6	O=C(Nc1nc(-c2ccncc2)cs1)C1c2ccccc2Oc2ccccc21	-27	16	46	18	-5	0	16	2	-10	18	29
7	O=C(COC(=O)c1ccc2c(c1)OCCO2)NCCc1ccccc1	-3	14	2	0	·	3	25	-14	3	2	0
8	COc1cccc(C2c3[nH]c4ccccc4c3C[C@H]3C(=O)N(C4CC4)CC(=O)N23)c1 (some centres not stated)	23	17	16	26	0	-1	1	0	0	-5	-8
9	O=C(CN1C(=O)CCC1=O)Nc1nc(-c2ccc3ccccc3c2)cs1	-54	-134	15	-269	2	-60	3	-5	10	-41	-69
10	CC(=O)Nc1ccc(OCc2cnc(Cl)s2)cc1	-4	-56	5	-82	1	-31	2	2	2	-11	-18
11	O=c1ccnc(SCCc2ccccc2)[nH]1	-58	17	-17	2	2	6	-9	0	-20	-3	11
12	CCOc1ccc(N/C=C/C(=O)c2ccc(OC)c(OC)c2)cc1	-17	-414	-25	-271	0	-99	-10	4	2	26	-61
13	O=C(Nc1c(F)cc(F)cc1Br)c1cc2nc(C(F)F)cc(C(F)F)n2n1	14	3	12	11	-2	0	12	8	10	-9	·
14	COc1ccccc1OC(C)C(=O)Nc1ccccc1C(=O)NCc1cccnc1 (configuration not stated)	8	17	0	7	-1	-4	-6	-3	-5	-10	66
15	OC(c1ccccc1)c1nc(-c2cccc(C(F)(F)F)c2)cs1 (configuration not stated)	-15	-94	-45	-139	·	·	-15	5	-2	-30	-5
16	CCCCNC(=O)CCCn1c(=S)[nH]c2cc3c(cc2c1=O)OCO3	-19	9	-1	18	-3	9	-26	18	4	-7	-14
17	CC1(C)CC(NC(=S)NC(=O)c2cc(Br)ccc2Cl)CC(C)(C)N1	11	-13	10	0	-1	-21	9	-15	13	-1	37
18	Cc1ccc(S(=O)(=O)N(C)C)cc1NC(=O)COC(=O)C1CC(=O)N(c2ccc3c(c2)OCCO3)C1 (configuration not stated)	-43	11	-14	1	-6	4	-18	12	-12	33	-19
19	NC(=O)NC(CC(=O)NCCCc1ccccc1)c1ccccc1Cl (configuration not stated)	-13	-7	1	11	-2	-5	0	-11	-2	2	-3
20	C/C(=N/NC(=O)c1cc(-c2cccc([N+](=O)[O-])c2)n[nH]1)c1cccc(O)c1	-6	12	-33	14	2	0	5	-12	57*	-12	-11

entry	smiles	NR2E3 ag-1	Peg3 promoter	TWEAK-Fn14 inh	HIF-2a block	NR2E3 ag-2	MITF TRPM1 inh	TRAIL sens C8	KKLEB tox	CF NFkB inh	TROY signal inh	Shn3 3UTR inh
21	Cc1c(C(=O)N2CCCC2)sc(NC(=O)c2cccc(Cl)c2)c1C#N	13	18	-2	-21	2	10	-11	-1	9	37	19
22	CCCN(C(=O)Cc1ccc(S(=O)(=O)N2CCOCC2)s1)c1c(N)n(Cc2ccccc2)c(=O)[nH]c1=O	-25	18	-9	16	2	14	-13	-8	25	-21	9
23	COc1cccc(S(=O)(=O)Nc2cccc(C(=O)N3CCCCCC3)c2)c1	-12	3	-16	14	-1	13	1	-3	-3	-1	12
24	CCOC(=O)c1c(C)[nH]c(C(=O)OCc2ccccc2F)c1C	-188	-325	3	-228	4	-77	-3	6	2	-18	-71
25	COc1ccc(CCNC(=O)C(C)OC(=O)c2cccs2)cc1OC (configuration not stated)	10	3	-4	6	4	-4	-11	-2	0	6	-17
26	COc1ccc(C(=O)COC(=O)CCCn2c(=O)oc3ccccc32)cc1	-20	5	-7	8	-1	5	-7	-2	0	-2	1
27	Nc1cc(=O)[nH]c(SCC(=O)N2CCC(Cc3ccccc3)CC2)n1	2	-6	1	14	-1	6	3	18	-8	4	0
28	COc1cccc(NC(=O)CN(C)C(=O)CC2Sc3ccccc3NC2=O)c1 (configuration not stated)	-18	18	-4	-22	-2	13	-5	9	-7	-2	-15
29	O=C1CC(=Nc2ccccc2)NN1c1ccccc1	-2	9	-2	-13	-1	-12	-4	1	-12	-2	3
30	Cc1c(C(=O)N2CCCCC2)c(S(=O)(=O)N(C)Cc2ccco2)c(C)n1C	-7	-20	-2	-3	1	4	-9	4	-7	-5	-57
31	Cc1ncc(CN2CCCC(C(=O)Nc3ccc(-c4cccc(F)c4)cc3)C2)cn1 (configuration not stated)	24	5	8	1	-3	9	-3	-16	13	14	9
32	Cc1nc(Nc2nc(-c3ccccc3)cc(=O)[nH]2)nc2ccccc12	2	64*	2	-229	-1	-1	40	0	-154	13	-20
33	COc1cccc(NC(=O)COC(=O)C2CC2)c1	-3	-38	-14	-43	·	-6	1	5	-21	-20	-19
34	NNC(=O)CN1C(c2cccc(Cl)c2)=Nc2ccc(Br)cc2C1c1ccccc1 (configuration not stated)	-23	4	3	23	0	-12	1	-2	6	0	13
35	O=C(CSc1nnc(Cc2ccc3c(c2)OCO3)n1C1CCCCC1)NC1CCCC1	-19	0	-1	1	2	3	-8	-7	10	-13	-12
36	CC(C)(C)c1ccc(S(=O)(=O)O/N=C2/CCCCC2c2ccc([N+](=O)[O-])cc2[N+](=O)[O-])cc1 (configuration not stated)	-15	17	-23	3	4	3	-10	-10	13	11	-5
37	O=C(CSCc1ccc(F)cc1)Nc1ccccc1	2	-58	-18	-77	5	3	-5	-5	-6	-13	2
38	O=C(NCc1ccccc1)c1ccc(NC(=O)c2ccco2)cc1	-25	-33	0	-66	3	2	-17	5	4	-25	-22
39	COc1ccccc1NC(=O)c1ccc(NS(=O)(=O)c2c(C)noc2C)cc1	-17	11	-7	19	2	-4	4	-9	5	-11	·
40	O=C(Cn1c(-c2ccco2)nc2ccccc21)N1CCCCC1	-16	16	8	5	5	5	-9	-15	4	14	-11

# Given with two lines to a compound: entries from further up
# Below each compound – NR2E3 ag-1 | Peg3 promoter | TWEAK-Fn14 inh | HIF-2a block | NR2E3 ag-2 | MITF TRPM1 inh | TRAIL sens C8 | KKLEB tox | CF NFkB inh | TROY signal inh | Shn3 3UTR inh
22) CCCN(C(=O)Cc1ccc(S(=O)(=O)N2CCOCC2)s1)c1c(N)n(Cc2ccccc2)c(=O)[nH]c1=O
→ -25 | 18 | -9 | 16 | 2 | 14 | -13 | -8 | 25 | -21 | 9
23) COc1cccc(S(=O)(=O)Nc2cccc(C(=O)N3CCCCCC3)c2)c1
→ -12 | 3 | -16 | 14 | -1 | 13 | 1 | -3 | -3 | -1 | 12

# Three compounds out of the list above, sorted by the number in Shn3 3UTR inh, ascending.
entry | Molecule | Shn3 3UTR inh
28 | COc1cccc(NC(=O)CN(C)C(=O)CC2Sc3ccccc3NC2=O)c1 (configuration not stated) | -15
20 | C/C(=N/NC(=O)c1cc(-c2cccc([N+](=O)[O-])c2)n[nH]1)c1cccc(O)c1 | -11
15 | OC(c1ccccc1)c1nc(-c2cccc(C(F)(F)F)c2)cs1 (configuration not stated) | -5

# Further structures follow:
entry	smiles	NR2E3 ag-1	Peg3 promoter	TWEAK-Fn14 inh	HIF-2a block	NR2E3 ag-2	MITF TRPM1 inh	TRAIL sens C8	KKLEB tox	CF NFkB inh	TROY signal inh	Shn3 3UTR inh
41	Cc1ccc2oc(C(=O)N(C)Cc3ccc(C)o3)c(C)c2c1	-35	-92	5	-134	-4	-31	18	0	-2	-34	-32
42	Cc1ccc2c(CC(=O)Nc3ccc(N4CCN(C)CC4)cc3C)coc2c1	-33	-59	-4	-85	-3	-29	13	-13	13	-34	6
43	O=C(COC(=O)c1cccc(O)c1)Nc1ccc(N2CCOCC2)cc1	2	-3	-3	-2	1	-7	8	-7	-5	-5	-12
44	Cc1cc(Nc2cccc(Cl)c2)n2ncnc2n1	-33	3	7	6	1	0	-6	12	-28	3	-10
45	COC(=O)C1C(=O)C(C(=O)c2ccc([N+](=O)[O-])cc2)C(=O)CC1(C)C (configuration not stated)	-3	-22	4	-4	0	-7	7	4	3	-4	-3
46	O=C(C[n+]1ccc(C(=O)N/N=C/c2ccc(OCc3ccccc3)cc2)cc1)c1ccccc1	-85	-181	-29	-92	-3	-129	14	6	-24	-38	-107
47	Clc1ccc(CO/N=C2\CCCc3nonc32)cc1	-28	-84	-19	-150	0	-32	-6	0	-22	-72	-26
48	CC1CCCN(C(c2ccccc2)c2sc3ncnn3c2O)C1 (configuration not stated)	-24	8	7	8	2	·	-9	26	-20	-4	1
49	CCC(NS(=O)(=O)c1cccs1)c1ccc(C)cc1 (configuration not stated)	2	3	4	-12	2	9	-14	6	5	-4	-13
50	COc1ccc(C(=O)N2CCN(S(=O)(=O)N3CCOCC3)CC2)cc1OC	-4	10	7	14	4	-4	-4	-2	2	11	5
51	CC(NC(=O)c1cccs1)c1ccccc1 (configuration not stated)	7	8	15	0	-4	0	10	11	0	1	-7
52	COc1ccc2cc(CN(Cc3ccco3)C(c3nnnn3C3CCCCC3)C(C)C)c(=O)[nH]c2c1 (configuration not stated)	-14	16	14	15	-1	1	-2	-11	22	-3	14

# Molecules from the list above with bromine (three):
entry	smiles	NR2E3 ag-1	Peg3 promoter	TWEAK-Fn14 inh	HIF-2a block	NR2E3 ag-2	MITF TRPM1 inh	TRAIL sens C8	KKLEB tox	CF NFkB inh	TROY signal inh	Shn3 3UTR inh
13	O=C(Nc1c(F)cc(F)cc1Br)c1cc2nc(C(F)F)cc(C(F)F)n2n1	14	3	12	11	-2	0	12	8	10	-9	·
17	CC1(C)CC(NC(=S)NC(=O)c2cc(Br)ccc2Cl)CC(C)(C)N1	11	-13	10	0	-1	-21	9	-15	13	-1	37
34	NNC(=O)CN1C(c2cccc(Cl)c2)=Nc2ccc(Br)cc2C1c1ccccc1 (configuration not stated)	-23	4	3	23	0	-12	1	-2	6	0	13

# Compound activity: PubChem, several laboratories
